EZH2 inh = EZH2 (human) methyltransferase inhibition; Q15910; PRC2 H3K27 methylation, DELFIA TRF, 1 h; inhibition, % at 12.5 µM; 57,000 compounds, 0.35% hits;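 active means mean inhibition of replicates at least 50% and every single replicate also reaching 50%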;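 further: dimethyl H3K27 on biotinylated H3 21-44 peptide detected by antibody; plate controls were median neutral control wells for no effect and median positive control wells for full effect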
Target sequence (Q15910 whole entry, looked up): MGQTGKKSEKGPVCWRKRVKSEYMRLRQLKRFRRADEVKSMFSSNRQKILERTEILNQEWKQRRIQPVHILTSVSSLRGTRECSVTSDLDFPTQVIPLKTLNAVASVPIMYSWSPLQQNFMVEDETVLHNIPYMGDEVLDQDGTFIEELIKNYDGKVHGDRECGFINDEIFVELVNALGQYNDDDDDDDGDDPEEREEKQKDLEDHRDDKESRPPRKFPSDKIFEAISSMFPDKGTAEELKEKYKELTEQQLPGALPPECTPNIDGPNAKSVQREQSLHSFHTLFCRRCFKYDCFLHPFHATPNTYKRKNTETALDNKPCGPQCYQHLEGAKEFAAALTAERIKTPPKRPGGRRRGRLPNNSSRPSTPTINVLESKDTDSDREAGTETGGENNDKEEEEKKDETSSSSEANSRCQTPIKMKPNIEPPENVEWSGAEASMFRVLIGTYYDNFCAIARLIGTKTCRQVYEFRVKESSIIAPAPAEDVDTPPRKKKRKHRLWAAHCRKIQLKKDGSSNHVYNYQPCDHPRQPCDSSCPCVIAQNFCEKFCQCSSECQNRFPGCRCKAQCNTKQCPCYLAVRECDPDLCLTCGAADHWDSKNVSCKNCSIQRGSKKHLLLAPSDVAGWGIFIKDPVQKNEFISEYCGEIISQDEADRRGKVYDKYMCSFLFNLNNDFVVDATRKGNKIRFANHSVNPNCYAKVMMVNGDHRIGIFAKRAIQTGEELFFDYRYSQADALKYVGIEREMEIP
IDH1 R132H inh = IDH1 R132H (human) inhibition. AID 624101. 70,000 compounds, 0.18% hits. IDH1 R132H reductase, diaphorase/resazurin fluorescence, 60 min. O75874. inhibition, % at 10 µM; in the data active means inhibition above about 34%;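 further: 0% = DMSO and 100% = no enzyme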
* = called active by the depositor; . = not tested or not shown.

Order of values – EZH2 inh | IDH1 R132H inh
- Nc1nc(SCC(=O)c2ccc(-c3ccccc3)cc2)n[nH]1
    7.6 | -0.2
- COc1ccc(S(=O)(=O)Nc2ccc3c(c2)C(=O)N(C)C[C@@H](OC)[C@@H](C)CN[C@@H](C)CO3)cc1
    2.2 | 0.1
- C[C@H](CO)N1C[C@H](C)[C@H](CN(C)C(=O)CN(C)C)Oc2ncc(C#CC3(O)CCCC3)cc2C1=O
    -7.8 | 0.1
- CC(C)NC(=O)N(C)C[C@@H]1OCCCC[C@H](C)Oc2ccc(NC(=O)C3CCCCC3)cc2C(=O)N([C@@H](C)CO)C[C@H]1C
    -14.5 | 0.3
- CCCN1C[C@H](C)[C@H](OC)CN(C)C(=O)c2ccc(NS(C)(=O)=O)cc2OC[C@@H]1C
    0.0 | 0.2
- Cc1ccc(-c2cnc3c(c2)C(=O)N([C@@H](C)CO)C[C@@H](C)[C@H](CN(C)C(=O)c2ccncc2)O3)cc1
    . | 0.2
- C[C@@H]1CN([C@@H](C)CO)C(=O)c2cc(-c3ccccc3F)cnc2O[C@@H]1CN(C)C(=O)C1CCOCC1
    10.8 | .
- Cc1ccc(S(=O)(=O)N(C)C[C@@H]2Oc3ccc(NC(=O)Nc4ccccc4)cc3C(=O)N([C@@H](C)CO)C[C@@H]2C)cc1
    . | -0.6
- C[C@H](CO)N1C[C@H](C)[C@H](CN(C)C(=O)NC2CCCCC2)Oc2ccc(NC(=O)Nc3cccc4ccccc34)cc2CC1=O
    -10.7 | -1.6
- O=C1NC(=O)C(c2ccccc2)(c2ccccc2)N1
    -7.4 | -0.2
- C[C@H]1CN([C@@H](C)CO)S(=O)(=O)c2ccc(C3=CCCCC3)cc2O[C@@H]1CN(C)C(=O)C1CC1
    -19.1 | .
- C[C@@H]1CCCCO[C@H](CN(C)Cc2ccc(Cl)c(Cl)c2)[C@H](C)CN([C@@H](C)CO)C(=O)c2cc(NC(=O)C3CCCCC3)ccc2O1
    . | 3.4
- COC(=O)C[C@H]1C[C@@H]2c3cc(NC(=O)Nc4ccc(OC)cc4)ccc3O[C@@H]2[C@H](CO)O1
    -1.1 | -0.4
- C[C@H]1CN([C@@H](C)CO)S(=O)(=O)c2ccc(-c3ccc(C#N)cc3)cc2O[C@H]1CN(C)C
    -3.3 | 1.5
- CC(C)NC(=O)Nc1cccc2c1O[C@H](CN(C)Cc1ccc(Oc3ccccc3)cc1)[C@@H](C)CN([C@@H](C)CO)C2=O
    -10.3 | 0.7

By substructure, those above containing an aryl methoxy group (two)
Order of values – EZH2 inh | IDH1 R132H inh
- COc1ccc(S(=O)(=O)Nc2ccc3c(c2)C(=O)N(C)C[C@@H](OC)[C@@H](C)CN[C@@H](C)CO3)cc1
    2.2 | 0.1
- COC(=O)C[C@H]1C[C@@H]2c3cc(NC(=O)Nc4ccc(OC)cc4)ccc3O[C@@H]2[C@H](CO)O1
    -1.1 | -0.4

Returning to the listing with the 4 entries that preceded the break.
Order of values – EZH2 inh | IDH1 R132H inh
- C[C@@H]1CCCCO[C@H](CN(C)Cc2ccc(Cl)c(Cl)c2)[C@H](C)CN([C@@H](C)CO)C(=O)c2cc(NC(=O)C3CCCCC3)ccc2O1
    . | 3.4
- COC(=O)C[C@H]1C[C@@H]2c3cc(NC(=O)Nc4ccc(OC)cc4)ccc3O[C@@H]2[C@H](CO)O1
    -1.1 | -0.4
- C[C@H]1CN([C@@H](C)CO)S(=O)(=O)c2ccc(-c3ccc(C#N)cc3)cc2O[C@H]1CN(C)C
    -3.3 | 1.5
- CC(C)NC(=O)Nc1cccc2c1O[C@H](CN(C)Cc1ccc(Oc3ccccc3)cc1)[C@@H](C)CN([C@@H](C)CO)C2=O
    -10.3 | 0.7
- C[C@@H]1CN([C@H](C)CO)C(=O)c2cccc(NC(=O)NC3CCCCC3)c2O[C@@H]1CN(C)Cc1ccc(C(=O)Nc2ccccc2N)cc1
    -13.7 | .
- CO[C@@H]1CN(C)C(=O)c2cc(NC(=O)Nc3c(C)noc3C)ccc2OC[C@@H](C)N(C(=O)Nc2cccc(Cl)c2)C[C@H]1C
    -4.8 | 0.2
- C[C@@H]1CN([C@@H](C)CO)C(=O)CCCn2nncc2CO[C@@H]1CN(C)Cc1ccc(-c2ccccc2)cc1
    -5.6 | 0.3
- CC(C)NC(=O)Nc1ccc2c(c1)C(=O)N([C@H](C)CO)C[C@H](C)[C@@H](CN(C)S(C)(=O)=O)O2
    -5.1 | 1.0
- C[C@@H]1CN([C@@H](C)CO)C(=O)c2ccccc2-c2ccccc2CO[C@H]1CN(C)C(=O)[C@@H](Cc1ccccc1)N(C)C
    -5.3 | .
- C[C@H]1CN([C@@H](C)CO)C(=O)c2cc(Br)cnc2O[C@@H]1CN(C)C(=O)C1CCC1
    9.5 | -0.2
- C[C@H]1CN([C@@H](C)CO)S(=O)(=O)c2ccc(-c3cccnc3)cc2O[C@@H]1CN(C)C(=O)C1CCCCC1
    -4.2 | .
- C/C=C/c1ccc2c(c1)O[C@@H](CN(C)C(=O)Cc1cccnc1)[C@@H](C)CN([C@H](C)CO)S2(=O)=O
    -2.8 | 8.1
- C[C@H]1CN([C@@H](C)CO)C(=O)Cc2cc(NC(=O)Nc3ccc(C(F)(F)F)cc3)ccc2O[C@@H]1CN(C)C(=O)Nc1ccc(F)cc1
    . | 2.6
- C[C@H](CO)N1C[C@H](C)[C@H](CN(C)Cc2ccc(C(=O)Nc3ccccc3N)cc2)Oc2ccc(NC(=O)Nc3ccc(F)cc3)cc2CC1=O
    . | -0.3
- C[C@@H]1CN([C@@H](C)CO)C(=O)Cc2cc(NC(=O)C3CCCCC3)ccc2O[C@H]1CN(C)CC1CC1
    2.2 | 0.1
- CNC[C@@H]1Oc2c(NS(=O)(=O)c3ccc(OC)cc3)cccc2C(=O)N([C@@H](C)CO)C[C@@H]1C
    2.3 | -0.5
- CO[C@@H]1CN(C)C(=O)c2ccc(NC(C)=O)cc2OC[C@@H](C)N(C(=O)CN2CCOCC2)C[C@H]1C
    -2.8 | 0.3
- Cc1ccc(S(=O)(=O)Nc2ccc3c(c2)C(=O)N([C@@H](C)CO)C[C@@H](C)[C@H](CN(C)S(=O)(=O)c2cn(C)cn2)OCCCC[C@H](C)O3)cc1
    . | -13.0
- COc1ccccc1NC(=O)N(C)C[C@@H]1Oc2ncc(C#CC(C)C)cc2C(=O)N([C@@H](C)CO)C[C@H]1C
    -7.2 | 0.6
- O=C(C[C@H]1CC[C@H](NC(=O)C2CCOCC2)[C@H](CO)O1)NCc1ccccc1Cl
    -6.6 | 0.2
- CCn1c(SCc2nc(-c3ccc(Br)cc3)no2)nnc1-c1c[nH]c2ccccc12
    . | 5.3
- CO[C@H]1CN(C)C(=O)c2cc(NS(=O)(=O)c3ccccc3Cl)ccc2OC[C@H](C)NC[C@H]1C
    -2.9 | 0.4
- C/C=C/c1cnc2c(c1)C(=O)N([C@H](C)CO)C[C@H](C)[C@H](CN(C)Cc1ccc3c(c1)OCO3)O2
    -2.6 | -0.1
- COc1ccc(NC(=O)N(C)C[C@H]2Oc3ccc(NC(=O)c4ccncc4)cc3C(=O)N([C@@H](C)CO)C[C@@H]2C)cc1
    -12.9 | .
- O=C1N(CCS(=O)(=O)c2ccccc2)c2ccccc2[C@H]2OC(c3ccc(OCCCO)cc3)=N[C@@]12CCS(=O)(=O)c1ccccc1
    0.5 | .
- CCCN1C[C@@H](C)[C@H](OC)CN(C)C(=O)c2cc(NC(=O)c3cccc(F)c3)ccc2OC[C@H]1C
    -29.0 | -0.5
- COc1ccc(S(=O)(=O)N[C@@H]2CC[C@H](CC(=O)N3CCN(c4ccccc4)CC3)O[C@H]2CO)cc1
    -10.5 | 0.0
- C[C@@H]1CCCCO[C@@H](CN(C)CC2CCCCC2)[C@H](C)CN([C@H](C)CO)C(=O)c2cc(NC(=O)NC3CCCCC3)ccc2O1
    . | 0.2
- C[C@@H]1CN([C@@H](C)CO)C(=O)c2cc(N(C)C)ccc2O[C@@H](C)CCCCO[C@H]1CN(C)S(C)(=O)=O
    7.5 | -1.9
- C[C@@H]1CN([C@@H](C)CO)C(=O)c2cccc(NS(=O)(=O)c3cccs3)c2O[C@@H]1CN(C)C(=O)Nc1cccc2ccccc12
    . | -3.8
- Cc1ccc(S(=O)(=O)Nc2ccc3c(c2)CC(=O)N([C@@H](C)CO)C[C@@H](C)[C@H](CN(C)S(=O)(=O)c2ccc(F)cc2)O3)cc1
    . | -0.4
- Cc1noc(C)c1S(=O)(=O)N(C)C[C@H]1Oc2c(cccc2N(C)C)C(=O)N([C@@H](C)CO)C[C@@H]1C
    2.0 | 1.0
- C[C@H](CO)N1C[C@H](C)[C@@H](CN(C)C(=O)Nc2ccc(F)cc2)Oc2ccc(NC(=O)c3ccncc3)cc2CC1=O
    -2.9 | 0.6
- O=C(c1ccccc1Oc1nnnn1-c1ccccc1)N1CCOCC1
    -7.0 | -0.1
- C[C@@H]1CN([C@H](C)CO)C(=O)c2cc(NC(=O)CCC(F)(F)F)ccc2O[C@@H](C)CCCCO[C@H]1CN(C)C(=O)CCC(F)(F)F
    . | 1.0
- C[C@H]1CN([C@@H](C)CO)C(=O)Cc2cc(NS(=O)(=O)c3ccccc3)ccc2O[C@H]1CN(C)Cc1ccc(-c2ccccc2)cc1
    . | 0.5
- Cc1ccc(S(=O)(=O)Nc2ccc3c(c2)C(=O)N([C@@H](C)CO)C[C@H](C)[C@H](CN(C)S(=O)(=O)c2ccc(F)cc2)O3)cc1
    . | 1.1
- COc1cccc(S(=O)(=O)Nc2ccc3c(c2)[C@@H]2C[C@@H](CC(=O)O)O[C@@H](CO)[C@@H]2O3)c1
    11.3 | -3.4
- Cc1ccc(S(=O)(=O)Nc2ccc3c(c2)CC(=O)N([C@@H](C)CO)C[C@H](C)[C@H](CN(C)C(=O)Nc2ccccc2)O3)cc1
    2.1 | 0.0
- CO[C@@H]1CN(C)C(=O)c2cc(NC(=O)NC(C)C)ccc2OC[C@H](C)N(Cc2ccc(-c3ccccn3)cc2)C[C@@H]1C
    -13.2 | -0.4
- CO[C@@H]1CN(C)C(=O)c2ccc(NC(=O)Nc3ccccc3F)cc2OC[C@@H](C)NC[C@@H]1C
    2.1 | 0.1
- CN(C)CC(=O)N[C@@H]1C=C[C@H](CC(=O)NCc2ccccc2F)O[C@@H]1CO
    11.5 | 0.0
- CO[C@@H]1CN(C)C(=O)c2ccc(NC(=O)NC(C)C)cc2OC[C@@H](C)N(Cc2ccc(-c3ccccn3)cc2)C[C@H]1C
    -13.9 | -0.1
- CCS(=O)(=O)Nc1ccc2c(c1)C(=O)N(C)C[C@H](OC)[C@@H](C)CN(C(C)=O)[C@H](C)CO2
    -8.8 | 0.1
- Cc1ccc(-c2nnc(Nc3cccc(O)c3)c3ccccc23)cc1S(=O)(=O)N1CCOCC1
    0.1 | -0.2
- O=C(C[C@@H]1CC[C@@H](NC(=O)Nc2ccc3c(c2)OCO3)[C@@H](CO)O1)NCc1ccc(F)cc1
    1.1 | -0.3
- CCCNC(=O)C[C@@H]1C[C@@H]2c3cc(NC(=O)c4ccc5c(c4)OCO5)ccc3O[C@@H]2[C@H](CO)O1
    -15.6 | -0.5
- O=C(N[C@H]1CC[C@@H](CC(=O)N2CCC(Cc3ccccc3)CC2)O[C@@H]1CO)c1cnccn1
    4.6 | 0.0
- O=C(C[C@H]1C=C[C@H](NC(=O)c2ccccc2)[C@@H](CO)O1)NCCc1ccncc1
    6.9 | 0.2
- COc1cccc(-n2nnnc2SCC(=O)Nc2ccccc2)c1
    -5.7 | -0.1
- COc1cc(NC(=O)c2ccc(Cn3cc(Cl)cn3)o2)c(C(C)=O)cc1OC
    -21.1 | 0.3
- C[C@H]1CN([C@@H](C)CO)C(=O)Cc2cc(NC(=O)CCN3CCOCC3)ccc2O[C@@H]1CN(C)C(=O)Nc1cccc2ccccc12
    . | 0.3
- Cc1ccc(S(=O)(=O)N(C)C[C@@H]2Oc3ccc(NC(=O)Cc4ccccc4)cc3CC(=O)N([C@H](C)CO)C[C@H]2C)cc1
    -2.3 | 0.6
- CN(C)C(=O)C[C@@H]1C=C[C@@H](NC(=O)C2CCC2)[C@H](CO)O1
    6.1 | -0.1
- CC(C)NC(=O)N[C@H]1CC[C@H](CCNS(=O)(=O)c2ccc(F)cc2)O[C@H]1CO
    12.4 | 0.1
- COc1ccc(CN(C)C[C@@H]2Oc3ccc(NS(=O)(=O)c4cn(C)cn4)cc3C(=O)N([C@H](C)CO)C[C@H]2C)cc1
    4.8 | 1.2
- CN(C)CC(=O)N[C@H]1CC[C@@H](CCn2cc(C3CC3)nn2)O[C@H]1CO
    -2.7 | 0.1
- C[C@@H]1CN([C@H](C)CO)C(=O)c2cc(NS(=O)(=O)c3cn(C)cn3)ccc2O[C@H]1CN(C)C(=O)Nc1cccc2ccccc12
    . | -0.1
- CNC[C@H]1Oc2ccc(NC(=O)NC(C)C)cc2CC(=O)N([C@H](C)CO)C[C@@H]1C
    -6.0 | 2.1
- Cc1ccc(S(=O)(=O)N(C)C[C@@H]2Oc3ncccc3C(=O)N([C@H](C)CO)C[C@@H]2C)cc1
    . | 3.0
- C[C@H]1CN([C@@H](C)CO)C(=O)c2cc(-c3ccc(F)cc3)cnc2O[C@H]1CN(C)C(=O)NC1CCCC1
    9.2 | -0.2
- C[C@H](CO)N1C[C@H](C)[C@@H](CN(C)C(=O)Nc2ccccc2)Oc2ccc(NC(=O)CCC(F)(F)F)cc2C1=O
    -1.2 | 2.9
- CO[C@@H]1CN(C)C(=O)c2ccc(NC(=O)c3nc4ccccc4s3)cc2OC[C@@H](C)N(Cc2cncnc2)C[C@H]1C
    -5.7 | -1.9
- CC(C)C#Cc1ccc2c(c1)O[C@@H](CN(C)C(=O)C1CCC1)[C@@H](C)CN([C@@H](C)CO)S2(=O)=O
    -2.2 | -0.1
- O=C(CNC(=O)c1ccc([N+](=O)[O-])cc1)Nc1cccc(C(F)(F)F)c1
    5.5 | 0.3

Compound activity deposited in PubChem by Broad Institute.

This is a subset, so the mix of outcomes need not match the whole.
